# Bim-Bcl-W = disrupts Bim peptide binding to human Bcl-W. bead-based flow cytometry. inhibition, % at 10 µM. 190,000 tested, 0.02% active. Q92843. AID 952;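 further: 0% = bound tracer without compound and 100% = peptide blocker; higher means less fluorescent Bim peptide bound to Bcl-W beads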
# Target sequence (Q92843 whole entry, looked up): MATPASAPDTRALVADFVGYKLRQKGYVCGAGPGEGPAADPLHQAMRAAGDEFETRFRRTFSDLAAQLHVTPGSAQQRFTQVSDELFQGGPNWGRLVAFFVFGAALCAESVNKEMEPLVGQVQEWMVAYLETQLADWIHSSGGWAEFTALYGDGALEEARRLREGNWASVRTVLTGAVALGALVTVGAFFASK
# HRas wt GTP bind = modulators of GTP binding to human HRas wildtype; P01112; GST-Ras wt beads, Bodipy-FL-GTP binding, flow cytometry; actives lie on both sides; GTP binding activity, % at 10 µM; 190,000 tested, 0.14% active;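 active means GTP binding activity at least 20% away from the 100% baseline, either lowered as inhibitor or raised as activator; inconclusive means flagged as likely green fluorescent, judged across all proteins in the well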;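 further: 0% = unlabeled GTP competition control and 100% = no-compound control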
# Bim-Bcl-2 = disrupts Bim peptide binding to human Bcl-2; P10415; Bead-based flow cytometry, Bim peptide-Bcl-2 binding; inhibition, % at 10 µM; 190,000 tested, 0.06% active; in the data active means inhibition above about 40%; inconclusive means no clear call, values can overlap the other calls;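 further: 0% = no compound wells with probe peptide and 100% = reference peptide inhibitor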
# Target sequence (P10415 whole entry, looked up): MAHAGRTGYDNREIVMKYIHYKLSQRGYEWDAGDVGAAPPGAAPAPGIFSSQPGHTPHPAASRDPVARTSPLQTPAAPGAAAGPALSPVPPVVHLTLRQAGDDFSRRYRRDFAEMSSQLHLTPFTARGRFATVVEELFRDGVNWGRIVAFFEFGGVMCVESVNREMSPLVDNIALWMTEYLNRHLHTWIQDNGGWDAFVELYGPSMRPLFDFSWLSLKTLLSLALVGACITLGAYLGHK
# Cdc42 wt = changes GTP binding to wildtype human Cdc42; P60953; GST-Cdc42 beads, Bodipy-GTP binding, flow cytometry; actives lie on both sides; percent activity (GTP binding), % at 10 µM; 190,000 tested, 0.2% active; AID 761;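 active means percent activity GTP binding at least 20 points away from the 100% baseline, either down as inhibitor or up as activator; inconclusive means compound flagged as likely green fluorescent from well-wide comparison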;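 further: median bead fluorescence of bound Bodipy-FL-GTP at 100 nM; 0% = excess unlabeled GTP control and 100% = no compound control; below 100% means less GTP binding so inhibitor and above means activator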
# Bcl-B Bim block = inhibitors of Bim-Bcl-B interaction, human. bead-based flow cytometry, Bim peptide-Bcl-B binding. inhibition, % at 10 µM. 190,000 tested, 0.073% active;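 further: 0% = tracer peptide without compound and 100% = reference inhibitor peptide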
# Target sequence (Q9HD36 whole entry, looked up): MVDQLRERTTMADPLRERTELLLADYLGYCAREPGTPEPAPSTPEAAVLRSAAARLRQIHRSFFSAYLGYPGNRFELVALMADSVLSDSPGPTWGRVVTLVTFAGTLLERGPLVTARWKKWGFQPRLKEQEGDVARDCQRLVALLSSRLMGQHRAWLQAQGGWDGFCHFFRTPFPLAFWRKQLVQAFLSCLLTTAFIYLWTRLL
# Rab2A wt mod = changes GTP binding to wildtype dog Rab2A, up or down; P61105; GST-Rab2 wt beads, Bodipy-GTP binding, flow cytometry; GTP binding activity, % at 10 µM; 190,000 tested, 0.19% active;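 active means GTP binding activity at least 20 points away from 100%, either lowered or raised; inconclusive means signal likely due to the compound's own green fluorescence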;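 further: 0% = beads with excess unlabeled GTP and 100% = no-compound control corrected for plate trend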
# Bfl-1 Bim block = inhibitors of Bim-Bfl-1 interaction, human. 190,000 tested, 0.12% active. AID 1008. Bead-based flow cytometry, Bim-Bfl-1 binding inhibition. Q16548. inhibition, % at 10 µM;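 further: 0% = wells without compound plus tracer and 100% = blocker peptide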
# Rac1 mut GTP = alters GTP binding to activated mutant human Rac1; P63000; GST-Rac1 activated beads, fluorescent GTP binding, flow cytometry; actives lie on both sides; 100% means binding = to untreated wells; percent activity (GTP binding), % at 10 µM; 190,000 tested, 0.11% active; AID 764;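 active means GTP binding at least 20 percentage points away from the 100% baseline, in either direction, so actives lie on both sides; inconclusive means Compound likely fluorescent itself, or too few beads counted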
# Rac1 wt modul = alters GTP binding to wildtype human Rac1 | GST-Rac1 beads, fluorescent GTP binding, flow cytometry; actives lie on both sides; 0 = cold GTP competed, 100 = untreated | GTP binding activity (% of control), % at 10 µM | 190,000 tested, 0.27% active | AID 757;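 active means GTP binding activity at least 20 points away from the 100% control level, either lower or higher; inconclusive means compound flagged as likely green fluorescent, judged across all proteins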
# Bim-Bcl-XL = human Bim-Bcl-XL interaction inhibition. Bim peptide-Bcl-XL binding, bead flow cytometry, fluorescence. 190,000 tested, 0.04% active. inhibition, % at 10 µM. Q07817
# Target sequence (Q07817 whole entry, looked up): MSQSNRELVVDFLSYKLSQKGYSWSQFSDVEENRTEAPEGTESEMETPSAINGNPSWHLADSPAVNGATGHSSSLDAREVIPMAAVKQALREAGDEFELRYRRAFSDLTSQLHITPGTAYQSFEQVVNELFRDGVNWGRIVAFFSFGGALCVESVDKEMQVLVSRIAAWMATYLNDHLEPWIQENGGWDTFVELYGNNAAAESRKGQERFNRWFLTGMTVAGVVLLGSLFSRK
# Rab7 wt GTP bind = alters GTP binding to wildtype dog Rab7. GST-Rab7 beads, fluorescent GTP binding, flow cytometry; actives lie on both sides; untreated = 100%, excess cold GTP = 0%. GTP binding activity (percent of control), % at 10 µM. 190,000 tested, 0.055% active;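 active means fluorescent GTP binding to Rab7 beads changed by at least 20 points from the 100% baseline, either direction, mostly lower; inconclusive means compound itself probably fluorescent, or too few beads counted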;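 further: median green fluorescence of bound Bodipy-FL-GTP per Rab7 bead population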
# Numbers without * were called inactive; ? = inconclusive. Unless noted, no stated cut-off is given here; in the data, active means inhibition above about 40%.
SMILES,Bim-Bcl-W,HRas wt GTP bind,Bim-Bcl-2,Cdc42 wt,Bcl-B Bim block,Rab2A wt mod,Bfl-1 Bim block,Rac1 mut GTP,Rac1 wt modul,Bim-Bcl-XL,Rab7 wt GTP bind
O=[N+]([O-])c1ccc(N2CCN(S(=O)(=O)c3ccccc3)CC2)cc1NCC1CCCO1 (stereo not given),-2,?,0,?,-6,?,-1,?,?,-5,?
Cc1cc(C)n(-c2nc3ccccc3c(=O)n2OC2CCCCC2)n1,-1,101,0,101,-3,102,-2,99,101,-1,98
Nc1ncnc(N2CCOCC2)c1N,-9,101,0,98,-11,96,-5,99,104,-13,102
CC(C)=NOC(=O)c1ccc(-c2ccccc2)cc1,-3,99,0,99,-5,96,0,98,98,-3,100
C=CCn1c(SCC(=O)c2ccc(Cl)s2)nc2ccccc2c1=O,0,94,-10,93,-10,91,-16,92,90,-1,91
O=C(CN1CCOCC1)Nc1ccc([N+](=O)[O-])cc1Br,0,96,-2,99,-1,99,-1,95,100,-5,103
O=C(O)c1cc(-c2ccc(/C=N/Nc3ccc([N+](=O)[O-])cn3)o2)ccc1Cl,2,92,-1,92,1,89,0,90,95,-2,93
CC1(C)CC2CC(C)(CN2C(=O)COC(=O)c2ccc(Cl)cc2N)C1 (stereo not given),-2,105,0,104,0,107,-1,100,103,0,109
CCOC(=O)c1ccc[n+](CC(=O)c2ccc(OC)cc2)c1,-2,103,0,98,0,100,0,101,105,-2,102
CN=C1CC(C)(C)CC(=O)/C1=C(/O)CCCN1C(=O)c2ccccc2C1=O,-2,99,-3,101,-5,100,-4,98,99,-4,101
CC(=O)c1ccc(NC(=O)CSc2nc(N)c3cc4c(nc3n2)CCCC4)cc1,-1,102,0,99,-4,97,0,99,99,-2,101
CN(C)CCNC(C(=O)Nc1cc(Cl)cc(Cl)c1)c1ccccc1 (stereo not given),-3,99,-1,95,-1,100,-4,97,96,-2,106

# Single values from the list:
# Value for `O=C(O)c1cc(-c2ccc(/C=N/Nc3ccc([N+](=O)[O-])cn3)o2)ccc1Cl` under Bim-Bcl-2: -1
# Value for `Nc1ncnc(N2CCOCC2)c1N` under Cdc42 wt: 98
# Value for `CCOC(=O)c1ccc[n+](CC(=O)c2ccc(OC)cc2)c1` under Bcl-B Bim block: 0
# Value for `CC1(C)CC2CC(C)(CN2C(=O)COC(=O)c2ccc(Cl)cc2N)C1` (stereo not given) under Cdc42 wt: 104
# Value for `CN(C)CCNC(C(=O)Nc1cc(Cl)cc(Cl)c1)c1ccccc1` (stereo not given) under Rab7 wt GTP bind: 106
# Value for `CC(=O)c1ccc(NC(=O)CSc2nc(N)c3cc4c(nc3n2)CCCC4)cc1` under Rab2A wt mod: 97

# Following part
SMILES,Bim-Bcl-W,HRas wt GTP bind,Bim-Bcl-2,Cdc42 wt,Bcl-B Bim block,Rab2A wt mod,Bfl-1 Bim block,Rac1 mut GTP,Rac1 wt modul,Bim-Bcl-XL,Rab7 wt GTP bind
C(=N\Nc1ncnc2sc3c(c12)CCC3)/c1cccs1,0,98,-7,95,-9,94,-14,91,91,-2,94
Cc1ccc(C2NC(=O)c3c(sc4c3CCN(C)C4)N2)s1 (stereo not given),-1,97,-8,99,2,95,0,96,96,-2,94
Cc1ccc2nc(C)cc(C(=O)OCC(=O)Nc3cccnc3Cl)c2c1,1,96,-2,94,-6,93,-2,94,97,0,95
CC(C)NCCCCOc1ccc(Br)cc1Cl,1,98,0,96,0,98,-4,96,103,-2,99
NNc1nc2ccc(Cl)cc2s1,-6,98,-5,98,-11,99,-17,99,100,-8,102
CCOc1ccc(NC(=O)CSc2nnc(CCNC(=O)c3ccc(OC)cc3)n2CC)cc1,4,100,0,99,-2,96,-13,97,99,-4,98
CC(C)C(=O)N1CCN(c2nc(-c3ccccc3)c3c(c2C#N)CC(C)(C)OC3)CC1,3,108,1,109,0,109,0,102,106,0,99
CCCCNC(=O)CCCCC(=O)N/N=C/c1ccccc1Cl,-2,102,-9,104,-5,100,-16,104,104,-6,100
CCN1C(=O)OC2(CCCCC2)C1(C)O (stereo not given),1,102,-8,108,-6,101,-13,101,112,-3,102
CCOC(=O)c1cc(NC(=O)c2cc(C)on2)cc(C(=O)OCC)c1,1,99,-2,99,0,94,-1,97,99,0,91
Cc1csc(NC(=O)/C=C/c2ccc3c(c2)OCO3)n1,0,101,-3,100,-6,99,-1,101,103,-5,102
O=S(=O)(c1ccc(F)c(F)c1F)N1CCN(C(=S)Nc2ccccc2)CC1,-1,97,0,98,-5,95,-1,96,98,-1,95
Cc1onc(-c2c(Cl)cccc2Cl)c1C(=O)n1nnc2ccccc21,0,96,-8,97,-9,94,-13,95,96,-8,98
Nc1c(-c2ccc(F)cc2)cnc2ncnn12,0,95,-4,94,-7,97,-9,95,96,-3,98
Cc1ccc2c3c([nH]c2c1)C(=O)CC(C)(C)S3,-6,97,0,98,-5,96,-6,98,103,-3,97
CCOc1ccc2nc(NCCNS(=O)(=O)c3ccccc3)c(C#N)cc2c1,-2,97,0,99,-3,98,0,98,99,-3,98
O=C(Nc1ccc(Cl)cc1)N1CCC(c2nc(-c3ccc(F)cc3)no2)CC1,0,98,-13,100,-9,96,-20,98,104,-11,96
CCc1cc2c(NCc3ccco3)ncnc2s1,0,103,-1,105,0,102,-1,99,102,0,100
CC(C)(C)c1ccc(C(=O)NC(=S)NCC2CCCO2)cc1 (stereo not given),-7,102,-3,99,-6,100,-3,101,103,-13,101
CS(=O)(=O)N(CC(=O)NC1CCCC1)c1ccc(Oc2ccccc2)cc1,0,100,-3,97,-5,100,-3,95,100,-1,102
O=C(NCc1ccccc1)[C@H]1C[C@@H]1[C@H](NP(=O)(c1ccccc1)c1ccccc1)c1ccccc1,0,99,0,103,-4,98,0,97,102,-4,97
CCN(CC)C(=O)CN1C(=O)C2CC=C(Cl)CC2C1=O (stereo not given),1,94,-4,97,-5,95,-10,97,98,-2,92
Cc1cccc(C)c1NC(=S)N(Cc1ccco1)C1CCN(C(C)C)CC1,-7,102,-9,101,-17,100,-16,102,104,-7,99
O=C(CCSc1nnc2ccc3ccccc3n12)Nc1ccc(F)cc1,1,99,-7,99,-10,96,-7,96,102,9,98
CCOC(=O)C1=c2/c(=C/c3ccccc3OC)c(N)c(C#N)n2C(=O)C(c2ccccc2OC)S1 (stereo not given),1,99,0,95,0,97,1,96,91,0,95
CCOC(=O)c1c(Nc2ccccc2N)cc(C)nc1C,-1,95,-6,96,-10,96,-10,95,94,-6,95
Cc1cc(C)nc(Oc2ccc(Br)cc2Br)n1,4,97,0,98,0,98,-1,96,100,2,97
CCn1nc(C(=O)Nc2ccc(S(=O)(=O)Nc3nccs3)cc2)c2ccccc2c1=O,9,100,6,102,4,104,1,96,106,5,104
O=C(c1ccc2snnc2c1)N1CCN(c2ccccn2)CC1,0,105,-3,104,-12,106,-17,104,111,-8,101
CC(C)c1ccc(N2C(=O)[C@@H]3Cc4ccccc4CN3C2=O)cc1,0,100,-11,102,-10,99,-13,98,103,-5,100
CCOC(=O)COc1ccccc1C1Nc2ccccc2C(=O)N1c1cccc(Cl)c1 (stereo not given),0,107,-1,108,0,108,-1,103,105,-3,112
CCOC(=O)c1c(CSC(=N)N)n(-c2ccc(Br)cc2)c2cc(Br)c(OC(C)=O)cc12,21,102,21,98,8,99,15,100,111,8,101
O=C(CSc1ccc(-c2nc3ccccc3[nH]2)cn1)Nc1ccc(S(=O)(=O)N2CCCC2)cc1,0,99,0,100,-3,99,0,98,101,-3,102
O=C(/C=C/c1ccco1)N/C(=C\c1ccccc1)C(=O)NCCc1nc2ccccc2[nH]1,6,95,11,94,8,98,11,99,100,4,95
CCOC(=O)NC1C=CS(=O)(=O)C1 (stereo not given),-1,99,-2,99,-1,99,-10,98,100,-4,97
O=C(c1cccs1)N1CCN(Cc2ccccc2[N+](=O)[O-])CC1,0,99,0,99,0,100,2,102,102,-1,96
Cc1ccc(-c2nc(CS(=O)CC(=O)N3CCN(c4ncccn4)CC3)c(C)o2)cc1 (stereo not given),0,100,-5,97,-6,99,-10,99,101,-4,95
Cc1ccc2oc(=O)c3cnn(CC(=O)NCCC(C)C)c3c2c1,-7,101,-6,101,-11,101,-6,99,106,-9,99
O=C(NCCCN1CCOCC1)c1ccc(Cl)c(S(=O)(=O)N2CCCCCC2)c1,0,97,3,101,0,96,3,100,102,-1,95
CCOC(=O)c1sc(/N=C/C2=C(O)CC(C)(C)CC2=O)c(C(=O)OCC)c1C,0,95,-2,96,-7,93,-5,95,97,-3,96
CCCNC(=O)c1c(Cl)cnn1-c1ccc(C)cc1,1,95,-3,95,-3,94,-6,94,95,-2,96
Cc1ccc(C(=O)Nc2scc(-c3ccccc3)c2C(=O)O)o1,0,90,-1,86,1,89,-9,89,90,-3,96
CC(=O)Nc1nonc1NC(=O)c1ccc(C(C)(C)C)cc1,-2,100,-3,101,-4,98,0,100,99,-8,99

# Ordered by the number under Rac1 mut GTP (falling): 4 from the list above
SMILES,Bim-Bcl-W,HRas wt GTP bind,Bim-Bcl-2,Cdc42 wt,Bcl-B Bim block,Rab2A wt mod,Bfl-1 Bim block,Rac1 mut GTP,Rac1 wt modul,Bim-Bcl-XL,Rab7 wt GTP bind
NNc1nc2ccc(Cl)cc2s1,-6,98,-5,98,-11,99,-17,99,100,-8,102
CN=C1CC(C)(C)CC(=O)/C1=C(/O)CCCN1C(=O)c2ccccc2C1=O,-2,99,-3,101,-5,100,-4,98,99,-4,101
CCN(CC)C(=O)CN1C(=O)C2CC=C(Cl)CC2C1=O (stereo not given),1,94,-4,97,-5,95,-10,97,98,-2,92
CS(=O)(=O)N(CC(=O)NC1CCCC1)c1ccc(Oc2ccccc2)cc1,0,100,-3,97,-5,100,-3,95,100,-1,102
